Screens deposited in PubChem BioAssay by The Scripps Research Institute Molecular Screening Center.
ULK1 primary: inhibitors of human ULK1 kinase. AlphaScreen Atg13 phosphorylation by ULK1, luminescence. inhibition, % at 5.96 µM. AID 1259251. actives 1.9% (n = 30,000). O75385; in the data active means inhibition above about 43%;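 further: 0% = median of compound wells and 100% = no enzyme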
Target sequence (O75385 whole entry, looked up): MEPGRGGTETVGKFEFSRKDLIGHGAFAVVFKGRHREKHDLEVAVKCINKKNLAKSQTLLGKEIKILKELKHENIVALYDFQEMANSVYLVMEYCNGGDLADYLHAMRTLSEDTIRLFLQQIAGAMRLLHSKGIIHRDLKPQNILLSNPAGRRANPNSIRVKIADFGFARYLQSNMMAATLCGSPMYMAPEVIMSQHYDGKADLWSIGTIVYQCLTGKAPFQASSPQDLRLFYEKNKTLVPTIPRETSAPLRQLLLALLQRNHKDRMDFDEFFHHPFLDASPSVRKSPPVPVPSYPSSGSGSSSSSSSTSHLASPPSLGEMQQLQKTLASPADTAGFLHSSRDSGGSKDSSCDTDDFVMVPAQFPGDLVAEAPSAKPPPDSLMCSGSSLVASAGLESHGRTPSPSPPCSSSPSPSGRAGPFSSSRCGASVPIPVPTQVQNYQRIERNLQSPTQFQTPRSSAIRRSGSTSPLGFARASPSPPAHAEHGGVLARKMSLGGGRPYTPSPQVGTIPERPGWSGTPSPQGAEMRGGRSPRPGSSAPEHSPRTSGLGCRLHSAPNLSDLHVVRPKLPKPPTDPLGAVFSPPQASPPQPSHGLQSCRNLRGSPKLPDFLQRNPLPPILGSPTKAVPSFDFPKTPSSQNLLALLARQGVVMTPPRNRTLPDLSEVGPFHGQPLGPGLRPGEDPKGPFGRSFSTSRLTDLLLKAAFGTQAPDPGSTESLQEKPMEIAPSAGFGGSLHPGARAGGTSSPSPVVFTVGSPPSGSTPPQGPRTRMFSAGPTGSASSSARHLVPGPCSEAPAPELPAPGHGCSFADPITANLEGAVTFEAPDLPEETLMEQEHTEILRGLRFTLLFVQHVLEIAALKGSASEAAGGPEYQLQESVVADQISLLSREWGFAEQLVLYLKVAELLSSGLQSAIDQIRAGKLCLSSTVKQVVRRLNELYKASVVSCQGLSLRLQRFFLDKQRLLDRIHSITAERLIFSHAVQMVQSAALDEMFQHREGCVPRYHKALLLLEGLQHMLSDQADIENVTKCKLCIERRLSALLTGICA
ASK1 primary: inhibitors of human ASK1 kinase; AlphaScreen MKK6 phosphorylation by ASK1, luminescence; inhibition, % at 7.44 µM; Q99683; AID 1159602; actives 0.99% (n = 22,000); in the data active means inhibition above about 35%;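 further: 0% = median of compound wells and 100% = no enzyme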
The depositor's hits bear a star; / = no result given.

SMILES | ULK1 primary | ASK1 primary
Cn1c(=O)[nH]c(N2CCC3(CC2)OCCO3)c(Cc2cccc(C(F)(F)F)c2)c1=O | 11 | /
CC(C)n1cnc2c(NCCO)nc(N3CCc4ccccc4C3)nc21 | -2 | 3
O=C1Nc2ccccc2/C1=C/c1nc2ccccc2c(=O)n1-c1ccc(C(=O)O)cc1 | 1 | /
O=C(NCCOc1ccccc1)c1cnc(NCCCN2CCCC2=O)s1 | -2 | -8
Cn1c(Nc2cccc(C(=O)NCCCN3CCCC3=O)n2)nc2ccccc21 | 8 | -14
O=C1CCCN1CCCNc1ccnc(Nc2ccccn2)n1 | 6 | 11
c1cncc(CNc2nc(Nc3cnccn3)nc3c2ncn3-c2ccsc2)c1 | 11 | 13
C=CCn1c(N)cc(=O)n(CC)c1=O | -5 | /
O=C(NC1CCN(Cc2ccccc2)CC1)c1cnc(N2CCN(c3ccccn3)CC2)s1 | 8 | 7
COc1cc(Nc2cc(N3CCN(c4ccccn4)CC3)nc(N)n2)cc(OC)c1OC | -7 | -8
CCN(CC)C(=O)C1CCCN(c2cc(C(=O)Nc3ccc(NC(C)=O)cc3)c3ccccc3n2)C1 (centres undefined) | 7 | -5
c1ccc(CN2CCC(Nc3ccnc(Nc4ccc(N5CCOCC5)cc4)n3)CC2)cc1 | 16 | 50*
CC(=O)Nc1cc(-c2ccnc(N)n2)ccc1NC(=O)COc1cccc(C)c1 | 11 | 1
COc1cc(Nc2ncnc3c2nc(NCc2cccnc2)n3C(C)C)cc(OC)c1OC | 5 | -19
Cc1nc([N+](=O)[O-])c(S)n1Cc1ccccc1 | 5 | /
COc1ccc(CCNc2nc(Nc3cnccn3)nc3nc[nH]c23)cc1 | -2 | -4
COCCNC(=O)c1ccc2c(c1)CC(C(=O)Nc1ccc(-c3cn[nH]c3)cc1OC)CO2 (centres undefined) | -2 | -12
NC(N)=NS(=O)(=O)c1ccc(N)cc1 | -1 | /
COc1ccc(CCNc2nc(N3CCc4ccccc4C3)nc3c2ncn3C(C)C)cc1 | 11 | 12
COc1cc(NC(=O)c2cncc(-c3ccccc3)c2)cc(OC)c1OC | -30 | 9
CCCN1CCc2nc(NC(=O)COc3ccc(Cl)cc3Cl)sc2C1 | -6 | /
c1ccc(OCCNc2nc(Nc3ccc(N4CCOCC4)cc3)nc3c2ncn3-c2ccsc2)cc1 | 4 | 13
COc1cccc([C@@H](C)NC(=O)c2c[nH]c3cc(-c4cn[nH]c4)ccc23)c1 | -30 | 3
O=C(NCc1nc2ccccc2[nH]1)c1ccc2nc(-c3cccs3)sc2c1 | 1 | 9
COc1cccc(OCc2nc(N(C)Cc3cccnc3)c3cc(-c4cn[nH]c4)ccc3n2)c1 | -11 | -1
Remaining list, next part:
SMILES | ULK1 primary | ASK1 primary
COc1ccc(CNc2nccn3c(-c4cnn(Cc5ccccc5)c4)cnc23)cc1 | -6 | 12
CCNc1nc(C(=O)NCc2cccnc2)cs1 | 12 | -8
CC(=O)c1cccc(-c2nc(C(=O)NCCN3CCOCC3)cs2)c1 | 4 | -4
CCCNc1nc(N2CCN(Cc3ccc4c(c3)OCO4)CC2)nc2c1ncn2C1CCCCC1 | -13 | 18
CCOc1ccc(C(=O)N2CCCC2)cc1 | 6 | /
CC(C)n1cnc2c(Nc3ccccc3)nc(-c3ccc(C(N)=O)cc3)nc21 | 68* | 7
COc1ccc(CCNC(=O)c2cnc(NCc3ccc4c(c3)OCO4)s2)cc1 | 8 | -17
COc1cc(NC(=O)c2cnc(N3CCN(c4ccccn4)CC3)s2)cc(OC)c1OC | -10 | -10
Cc1noc(C)c1-c1nc(C(=O)NCCN(C(C)C)C(C)C)cs1 | 8 | 1
CS(=O)(=O)c1cccc(N2CCN(Cc3ccc(F)cc3)C2=O)c1 | -4 | /
COc1cc(Nc2nc(NC3CCC(O)CC3)nc3c2ncn3C(C)C)cc(OC)c1OC (centres undefined) | 18 | -3
O=C(CSc1ccccc1)N1CCOc2ccc(-c3ccncc3)cc21 | -5 | 1
CN(C)CCOC(=O)c1ccc2[nH]c3c(c2c1)CSCC3 | -9 | /
CCCNc1ncnc2nc(N3CCc4ccccc4C3)[nH]c12 | 4 | -10
Cc1ccc(=O)n(C(C(=O)NCc2ccco2)C(=O)c2ccc(F)cc2)c1 (centres undefined) | 8 | /
O=C(Oc1c(I)cc(Cl)c2cccnc12)N1CCOCC1 | -16 | /
COc1ccc(Nc2nc(NCc3cccc(C(F)(F)F)c3)c3ncn(C(C)C)c3n2)cc1 | -20 | 15
CC(C)N(CCNC(=O)c1cccc(-c2ccc(C(N)=O)cc2)c1)C(C)C | -3 | -6
O=C1Cc2cc(Nc3cc(Nc4ccccn4)c(C(F)(F)F)cn3)ccc2N1 | 38 | 11
Cc1ccc2nc3nc(NCC4CCCO4)c(C(=O)NC4CCCCC4)cc3c(=O)n2c1 (centres undefined) | -2 | /
OCc1cnc(SCc2c(F)cccc2Cl)n1Cc1ccc2c(c1)OCO2 | -6 | /
CC(=O)Nc1ccc(Nc2cc(-c3ccc(N4CCOCC4)nc3)nc(N)n2)cc1 | -7 | -10
COc1cc(Nc2nc(Nc3nc4ccccc4n3C)nc3nc[nH]c23)cc(OC)c1OC | 2 | 5
COc1ccc(CNC(=O)C/C(C)=N/NC(=O)COc2ccc(OC)cc2)cc1 | -13 | /
NC(C(=O)N1CCC(C(=O)Nc2ccc3[nH]ncc3c2)C1)c1ccc(F)cc1 (centres undefined) | 6 | 0

Reformatted with each value named: part of the list above.
O=C(Oc1c(I)cc(Cl)c2cccnc12)N1CCOCC1
  ULK1 primary = -16
  ASK1 primary = /

COc1ccc(Nc2nc(NCc3cccc(C(F)(F)F)c3)c3ncn(C(C)C)c3n2)cc1
  ULK1 primary = -20
  ASK1 primary = 15

CC(C)N(CCNC(=O)c1cccc(-c2ccc(C(N)=O)cc2)c1)C(C)C
  ULK1 primary = -3
  ASK1 primary = -6

O=C1Cc2cc(Nc3cc(Nc4ccccn4)c(C(F)(F)F)cn3)ccc2N1
  ULK1 primary = 38
  ASK1 primary = 11

More entries:
SMILES | ULK1 primary | ASK1 primary
CN1CCC(Oc2cc(-c3cn[nH]c3)ccc2NC(=O)C2COc3ccc(F)cc3C2)C1 (centres undefined) | -6 | -6
CCCNc1nc(Nc2cnccn2)ncc1C | 9 | -13
Cc1cnc(NCCN2CCOCC2)nc1Nc1ccc(N2CCOCC2)cc1 | 7 | 0
N[C@@H](Cc1ccc(Br)cc1)C(=O)N1CCC(C(=O)Nc2ccncc2)CC1 | 1 | 8
COc1cc(Nc2nc(Nc3ncccn3)nc3c2ncn3C2CCCCC2)cc(OC)c1OC | 7 | -1
CC(C)Cc1nnc(-c2cc3ccccc3n2CC(=O)N2CCc3ccccc32)o1 | 9 | /
COc1ccc(Nc2nc(C)cc(NCCc3ccccn3)n2)cn1 | 8 | -9
CC(=O)Nc1ccc(NC(=O)C2CCN(c3ccc(Nc4nccc5ccccc45)nn3)CC2)cc1 | -1 | -4
Cc1cc2nc3c(=O)[nH]c(=O)nc-3n(C[C@@H](O)[C@@H](O)[C@@H](O)COP(=O)(O)O)c2cc1C | 2 | /
COc1cc(NC(=O)c2ccc3nc(Br)sc3c2)cc(OC)c1OC | 3 | 22
CC(C)C(NS(=O)(=O)c1ccccc1[N+](=O)[O-])C(=O)Nc1ccc([N+](=O)[O-])cc1 (centres undefined) | -18 | /
COc1cc2nc(NCc3cccnc3)nc(Nc3ccccc3)c2cc1OC | -1 | 2
Cc1noc(C)c1-c1nc(NCCc2ccc(O)cc2)c2ncn(Cc3ccc(C(F)(F)F)cc3)c2n1 | -28 | 9
CCCNc1cc(-c2ccc(C(=O)N3CCN(C)CC3)cc2)nc(N)n1 | 0 | 18
Cn1ncnc1-c1ccc(Nc2nccc(-c3ccccc3)n2)cc1 | -1 | -14
CCOC(=O)Cc1ccc(-c2ccccc2)cc1 | -1 | /
Cc1cnc(NCc2ccc3c(c2)OCO3)nc1NCCN(C(C)C)C(C)C | 7 | -6
FC(F)(F)c1cccc(CNc2nc(Nc3ccncn3)nc3c2ncn3-c2ccccc2)c1 | 5 | 7
Cc1cccc(C(=O)NNC(=O)C(=O)NC(C)(C)C)c1 | 1 | /
COc1cccc(OC)c1C(=O)Nc1ccc2c(c1)CC(=O)N2C | 7 | /
COc1cc(Nc2cccc(C(=O)NCc3ccccc3)n2)cc(OC)c1OC | -9 | 14
CC(=O)c1cccc(-c2cncc(C(N)=O)c2)c1 | -10 | 0
CC(C)(C)OC(=O)N1CCC(c2nc(-c3nc4ccc(-c5ccncc5)cc4[nH]3)cs2)CC1 | -15 | -6
Cc1cnc(Nc2cccc(N(C)C)c2)nc1NCCOc1ccccc1 | 26 | 18
CCOC(=O)c1cnn(-c2ccnc(Nc3ccc(N4CCOCC4)cc3)c2)c1N | 13 | 12
Remaining list, next part
SMILES | ULK1 primary | ASK1 primary
C[N+](C)(C)CCOC(=O)CCC(=O)OCC[N+](C)(C)C | 3 | /
CC(=O)Nc1ccc(Nc2nc(Nc3ccncn3)nc3c2ncn3CCN2CCCC2=O)cc1 | -12 | 4
NC(=O)c1ccccc1Nc1ccnc(-c2cncnc2)c1 | -12 | -18
O=C(Nc1cccc(Cl)c1N1CCC(N2CCCC2)CC1)c1ccc(Br)o1 | 8 | -7
CN(Cc1ccccc1)c1cc(-c2ccncc2)nc(-c2ccncc2)n1 | -8 | /
c1cncc(Nc2nc(Nc3ccc(N4CCOCC4)cc3)c3[nH]cnc3n2)c1 | 12 | 9
CC(=O)c1cccc(-c2cccc(C(=O)NCc3nc4ccccc4[nH]3)n2)c1 | -9 | -9
Cc1cccc(Nc2ccc3c(cnn3-c3cccc(C(=O)NCC(O)CN4CCOCC4)c3)c2)c1Cl (centres undefined) | -43 | 2
CC(C)n1c(-c2cccs2)nc2c(NC3CC3)ncnc21 | -2 | -6
COc1cccc(/C=C2\Oc3cc(O)cc(C)c3C2=O)c1 | -6 | /
CC(=O)Nc1sc2c(c1C(N)=O)CCCC2 | 7 | /
Fc1ccc(-c2cnc(NCc3ccc(Cl)cc3)nc2)cc1 | 4 | /
FC(F)(F)c1ccc(Cn2cnc3c(Nc4ccc(N5CCOCC5)cc4)nc(Nc4ccc5ncccc5c4)nc32)cc1 | -21 | 31
Cn1c(Nc2ccc(N3CCC(C(=O)NC4CC4)CC3)nn2)nc2ccccc21 | 25 | 13
CC(C)n1c(N2CCCC2CO)nc2c(NC3CCN(Cc4ccccc4)CC3)ncnc21 (centres undefined) | -5 | -6
c1cc(-c2ccc3[nH]ncc3c2)nc(Nc2ccc(N3CCOCC3)cc2)n1 | 65* | 38*
CC(C)N(CCNc1nc(NCc2ccc3c(c2)OCO3)nc2nc[nH]c12)C(C)C | -9 | -18
COc1ccc(CCNc2nc(Nc3ccccn3)ncc2C)cc1 | 1 | 15
CCCNc1ncnc2nc(N3CCCC3CO)[nH]c12 (centres undefined) | 4 | -1
CC(=O)c1cccc(-c2nccc(NCCc3ccc(O)cc3)n2)c1 | -18 | 11
CC(=O)Nc1ccc(-c2cnc3cccc(-c4cccnc4)c3c2)cc1 | 0 | 3
CN(C)C(=O)c1cc(-c2cn[nH]c2)ccc1NC(=O)[C@H](N)Cc1ccc(Cl)cc1 | 23 | 5
O=C(c1ccco1)N1CCN(C(=O)c2cccc3ccccc23)CC1 | 5 | /
CCN(CC)c1nc(NCCCN2CCCC2=O)nc(NCc2ccccc2)n1 | -4 | -4
Cc1nc2ccc(-c3cn[nH]c3)cc2c(=O)n1C | 26 | 5
Next section:
SMILES | ULK1 primary | ASK1 primary
O=C(Nc1ccc(N2CCOCC2)cc1)c1cncc(-c2csc3ccccc23)c1 | 11 | 26
NC(=O)c1cccc(Nc2ccc(-n3ccnc3)cc2)n1 | -6 | -7
CC(C)n1c(Nc2ccc(N3CCOCC3)cc2)nc2c(NCCO)ncnc21 | -4 | 3
Cc1cnc(Cl)nc1NCCOc1ccccc1 | 5 | -8
Cc1noc(C)c1-c1nc(C(=O)NCCCN2CCCC2=O)cs1 | 4 | 0
O=C(Nc1ccccc1)c1ccnc(-c2ccc(N3CCOCC3)nc2)c1 | -4 | 4
COc1ccc(-c2cnc3cccc(Nc4ccccn4)c3c2)cc1 | -8 | -16
Cc1noc(C)c1-c1nc(NCCCN2CCCC2=O)c2ncn(C3CCCCC3)c2n1 | -7 | 3
COc1cc(Nc2ncnc3c2nc(-c2ccc(C(=O)NC4CC4)cc2)n3C(C)C)cc(OC)c1OC | -18 | -7
FC(F)(F)c1cccc(CNc2nc(Cl)nc3c2ncn3-c2ccccc2)c1 | -4 | 1
Cc1nn(C)c(C)c1-c1nc(NCc2ccccc2)c2ncn(-c3ccccc3)c2n1 | -5 | 1
CCOC(C)OCC | 1 | /
c1ccc(OCCNc2ccnc(Nc3ncccn3)n2)cc1 | -1 | -12
FC(F)(F)c1ccc(Cn2cnc3c(Nc4ccc5c(c4)OCO5)nc(N4CCC(N5CCOCC5)CC4)nc32)cc1 | 10 | 20
O=C(NC1CCN(Cc2ccccc2)CC1)c1cnc(N2CCC(N3CCOCC3)CC2)s1 | -3 | -12
CCNC(=O)CN(c1ccc(C)cc1C)S(=O)(=O)c1ccccc1 | -12 | /
Cc1ccc(-c2cncc(-c3cc(NCc4ccncc4)nc(C)n3)c2)cc1 | -20 | /
CC(C)N(CCNC(=O)c1ccc(-c2ccc(C(=O)N3CCN(C)CC3)cc2)s1)C(C)C | 2 | -3

Ordered by heavy-atom count (lowest first): part of the list above.
SMILES | ULK1 primary | ASK1 primary
CCCNc1ncnc2nc(N3CCCC3CO)[nH]c12 (centres undefined) | 4 | -1
O=C(NC1CCN(Cc2ccccc2)CC1)c1cnc(N2CCN(c3ccccn3)CC2)s1 | 8 | 7
Cc1cccc(Nc2ccc3c(cnn3-c3cccc(C(=O)NCC(O)CN4CCOCC4)c3)c2)c1Cl (centres undefined) | -43 | 2

No enrichment for hits, and some 2.2% of all compounds hit somewhere here.
